Assay outcomes from PubChem.
POLB inh: DNA polymerase beta (human) inhibition. P06746. Pol beta primer extension/strand displacement, fluorescence kinetic. Potency, µM (series often up to 114 µM), inactives show at the top dose activity change, negative = inhibition, most hits filed as inhibitors. 340,000 compounds, 1.3% hits. AID 485314; note: % is set by controls: 0 for no effect and ±100 for the full control effect
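Pol beta (10 nM) was preincubated with compound for 15 min at room temperature. The reaction was then started with 50 nM substrate and read immediately and after a further 10 min at room temperature.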
Apoferritin bind: binds horse apoferritin like a general anesthetic; P02791; apoferritin/1-aminoanthracene competitive binding, fluorescence; Potency, µM (highest dose often 77.5 µM), without a hit: top-dose activity change, negative = displacement, hits mostly inhibitors; 350,000 compounds, 0.074% hits; AID 485281; note: % is set by controls: 0 for no effect and ±100 for the full control effect; nearly all actives have a fitted effect of over 20% in size
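Concentration-response curves derived by four-parameter Hill fitting of normalized fluorescence, where compounds displaced 1-AMA from 10 uM horse apoferritin following a brief 10 min room-temperature incubation; propofol titration acted as positive control.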
APEX1 inh: APE1 (human) endonuclease inhibition; P27695; recombinant APE1, TAMRA/BHQ-2 abasic DNA cleavage fluorescence; Potency, µM (series often up to 65.8 µM), without a hit: top-dose activity change, negative = inhibition, hits mostly inhibitors; 350,000 compounds, 0.35% hits;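 note: plate controls were vehicle for no effect and reference inhibitor for full effect; nearly all actives have a fitted effect of over 55% in size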
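Quantitative HTS: incision of a TAMRA/BHQ-2 double-stranded substrate bearing a tetrahydrofuran abasic site by 0.75 nM APE1 raises fluorescence. Substrate 50 nM final, added after 15 min compound preincubation at room temperature; progress as third-minus-first kinetic read difference.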
POLI inh: blocks human DNA polymerase iota activity; Q9UNA4; Pol iota fluorescent replication assay, 10 min; Potency, µM (top dose mostly 115 µM), inactives show at the highest dose activity, negative = inhibition, actives largely listed as inhibitors; 390,000 compounds, 1% hits; AID 588590
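Fluorescent replication assay read twice, at 0 min and 10 min after adding 50 nM (final) substrate. Enzyme (10 nM) and compounds were first incubated 15 min at room temperature; enzyme-free buffer wells were negative controls.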
BAZ2B block: BAZ2B (human) inhibition | Q9UIF8 | AlphaScreen BAZ2B-H3K14Ac peptide displacement | Potency, µM (top dose mostly 114 µM), without a hit: top-dose activity change, negative = inhibition, usual class: inhibitors | 360,000 compounds, 4.4% hits; note: % is set by controls: 0 for no effect and ±100 for the full control effect; nearly all actives have a fitted effect of over 60% in size
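BAZ2B (50 nM) with biotin-H3(5-23)K14Ac peptide (50 nM) in PBS pH 7.4, 0.01% Tween-20, preformed 30 min, then compound 30 min at room temperature; top concentration 110uM. AlphaScreen streptavidin donor/nickel chelate acceptor beads (10 ug/mL final), 20 min dark, signal read.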
Pol kappa inh: inhibitors of human DNA polymerase kappa | purified Pol kappa, fluorescent DNA synthesis assay, 10 min | Potency, µM (highest dose often 107 µM), inactives show at the top dose activity, negative = inhibition, usual class: inhibitors | 400,000 compounds, 0.53% hits; note: % is set by controls: 0 for no effect and ±100 for the full control effect
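10 nM Pol kappa preincubated 15 min at room temperature with compounds, then reaction started with substrate at 50 nM final. Fluorescence read kinetically at 0 and 10 min; buffer-only wells served as negative control.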
G9a block: G9a (human) methyltransferase inhibition; G9a H3K9 monomethylation, AlphaScreen, 2 h; 350,000 compounds, 8.8% hits; Q96KQ7; AID 504332; Potency, µM (top dose mostly 102 µM), inactives show top-dose activity, negative = inhibition, actives largely listed as inhibitors; note: % is set by controls: 0 for no effect and ±100 for the full control effect; nearly all actives have a fitted effect of over 75% in size
Target sequence (Q96KQ7 913-1193 limits assumed): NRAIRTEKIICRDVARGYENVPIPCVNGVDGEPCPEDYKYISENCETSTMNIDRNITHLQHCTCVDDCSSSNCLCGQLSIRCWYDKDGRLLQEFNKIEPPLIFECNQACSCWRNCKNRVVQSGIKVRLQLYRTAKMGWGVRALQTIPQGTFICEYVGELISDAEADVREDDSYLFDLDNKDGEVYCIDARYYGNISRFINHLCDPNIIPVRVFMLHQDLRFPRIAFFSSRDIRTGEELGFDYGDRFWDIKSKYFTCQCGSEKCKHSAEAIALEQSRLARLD
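Signal arises when biotinylated H3K9 peptide, once monomethylated, bridges streptavidin donor and antibody-captured acceptor beads. Enzyme at 20 nM was preincubated 15 min with test compounds; peptide 500 nM and SAM 20 uM then reacted for 2 h.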
BLM helicase inh: inhibitors of human Bloom syndrome helicase BLM. P54132. recombinant BLM DNA unwinding, fluorescence dequenching. Potency, µM (doses to about 56.1 µM), without a hit: at the highest dose activity change, negative = inhibition, actives largely listed as inhibitors. 350,000 compounds, 0.2% hits. AID 2528;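 note: plate controls were vehicle for no effect and no enzyme for full effect; nearly all actives have a fitted effect of over 35% in size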
POLH inh: blocks human DNA polymerase eta activity; Q9Y253; 390,000 compounds, 1.2% hits; recombinant Pol eta, fluorescent DNA replication assay; Potency, µM (doses to about 114 µM), inactives show at the top dose activity change, negative = inhibition, most hits filed as inhibitors; note: % is set by controls: 0 for no effect and ±100 for the full control effect
Target sequence (Q9Y253 whole entry, looked up): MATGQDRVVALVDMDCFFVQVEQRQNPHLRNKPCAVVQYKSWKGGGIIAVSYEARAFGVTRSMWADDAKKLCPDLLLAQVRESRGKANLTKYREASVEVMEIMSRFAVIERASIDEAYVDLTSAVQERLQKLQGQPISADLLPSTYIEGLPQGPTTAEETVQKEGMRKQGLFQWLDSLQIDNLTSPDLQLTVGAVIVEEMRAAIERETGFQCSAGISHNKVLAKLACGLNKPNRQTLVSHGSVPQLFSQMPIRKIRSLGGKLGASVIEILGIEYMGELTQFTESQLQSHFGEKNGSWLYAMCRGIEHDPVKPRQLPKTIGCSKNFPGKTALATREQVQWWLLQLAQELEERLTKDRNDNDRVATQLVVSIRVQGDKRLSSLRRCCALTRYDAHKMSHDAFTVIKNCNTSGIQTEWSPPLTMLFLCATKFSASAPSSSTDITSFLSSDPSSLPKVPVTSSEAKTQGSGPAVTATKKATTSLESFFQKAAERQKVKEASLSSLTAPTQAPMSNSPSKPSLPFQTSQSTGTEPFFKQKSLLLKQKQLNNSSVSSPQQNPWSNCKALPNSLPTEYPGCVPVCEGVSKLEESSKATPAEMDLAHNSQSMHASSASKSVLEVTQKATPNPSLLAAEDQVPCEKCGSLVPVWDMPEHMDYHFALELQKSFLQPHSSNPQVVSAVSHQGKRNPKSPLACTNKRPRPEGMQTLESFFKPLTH
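Pol eta at 10 nM preincubated with compounds 15 min at room temperature; reaction started with fluorescent substrate (50 nM final) and read kinetically at 0 and 10 min.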
* = called active by the depositor; & = joins results of further samples; [ ] = dose if it differs, or a comment. Calls come from the whole dose curve; as a rule, active = well fitted curve in the direction sought with a large enough effect; inconclusive = small, poorly fitted or top-dose-only effect, or another doubt; inactive = no such curve, though single readings can be large; an effect the other way counts as inactive or inconclusive. Potency is the fitted concentration of half-maximal effect. These rows are one share of the data; the hit share may differ from the screen's.

Start of the data: the first 4 compounds as a preview:
How did CC(C)OCCCNCc1cccs1 do in these assays?
POLB inh: 3%; Apoferritin bind: -7%; APEX1 inh: -1%; POLI inh: 8%; BAZ2B block: 1%; Pol kappa inh: 4%; G9a block: -3%[12.7 µM]; BLM helicase inh: -1%; POLH inh: -6%

What do the screens show for `Cc1ccc(Sc2c(C)nn(C(=O)C3CC3)c2C)cc1`?
POLB inh: -1%[57.1 µM]; Apoferritin bind: -13%; APEX1 inh: 0%; POLI inh: -4%; BAZ2B block: 89%[activator]; Pol kappa inh: -7%; G9a block: 38%[activator]; BLM helicase inh: -6%; POLH inh: -10%

Results for O=C(CCc1nc(-c2cccs2)no1)Nc1ccc([N+](=O)[O-])cc1 ?
POLB inh: 10%; Apoferritin bind: -13%; POLI inh: 6%; BAZ2B block: -12%; Pol kappa inh: 1%; G9a block: 3%[59 µM]; BLM helicase inh: -7%; POLH inh: -11%

How did CCOC(=O)C1=C(C)NC(=O)NC1c1cn(-c2ccccc2)nc1-c1cccs1 (centres undefined) do in these assays?
POLB inh: -28%; Apoferritin bind: inconclusive; APEX1 inh: 0%; POLI inh: 5%; BAZ2B block: -11%; Pol kappa inh: -16%; G9a block: 19%[59 µM]; BLM helicase inh: -8%; POLH inh: -13%

The list itself, from the start:
How did CC(C)OCCCNCc1cccs1 do in these assays?
POLB inh: 3%; Apoferritin bind: -7%; APEX1 inh: -1%; POLI inh: 8%; BAZ2B block: 1%; Pol kappa inh: 4%; G9a block: -3%[12.7 µM]; BLM helicase inh: -1%; POLH inh: -6%

What do the screens show for `Cc1ccc(Sc2c(C)nn(C(=O)C3CC3)c2C)cc1`?
POLB inh: -1%[57.1 µM]; Apoferritin bind: -13%; APEX1 inh: 0%; POLI inh: -4%; BAZ2B block: 89%[activator]; Pol kappa inh: -7%; G9a block: 38%[activator]; BLM helicase inh: -6%; POLH inh: -10%

Results for O=C(CCc1nc(-c2cccs2)no1)Nc1ccc([N+](=O)[O-])cc1 ?
POLB inh: 10%; Apoferritin bind: -13%; POLI inh: 6%; BAZ2B block: -12%; Pol kappa inh: 1%; G9a block: 3%[59 µM]; BLM helicase inh: -7%; POLH inh: -11%

How did CCOC(=O)C1=C(C)NC(=O)NC1c1cn(-c2ccccc2)nc1-c1cccs1 (centres undefined) do in these assays?
POLB inh: -28%; Apoferritin bind: inconclusive; APEX1 inh: 0%; POLI inh: 5%; BAZ2B block: -11%; Pol kappa inh: -16%; G9a block: 19%[59 µM]; BLM helicase inh: -8%; POLH inh: -13%

Results for CCOCCCNS(=O)(=O)c1ccc(NC(=O)c2ccc(OC)c([N+](=O)[O-])c2)cc1 ?
POLB inh: 26%; Apoferritin bind: inconclusive; APEX1 inh: -1%; POLI inh: -6%; BAZ2B block: 0%; Pol kappa inh: 1%; G9a block: 11%; BLM helicase inh: 0%; POLH inh: -16%

Results for CC1CCCCN1Cc1c(O)ccc2c(=O)c(-c3ccc(Cl)cc3)c(C(F)(F)F)oc12 (centres undefined) ?
POLB inh: 3%; Apoferritin bind: -8%; POLI inh: 4%; BAZ2B block: 1%; Pol kappa inh: -15%; G9a block: -27%[59 µM]; BLM helicase inh: -6%; POLH inh: -9%

How did C#CC[N+](C)(C)CCCCCCCCCC do in these assays?
POLB inh: 6%; Apoferritin bind: 5%; APEX1 inh: 4%; POLI inh: 2%; BAZ2B block: 0%; Pol kappa inh: -2%; G9a block: -6%; BLM helicase inh: 3%; POLH inh: -23%

What do the screens show for `CCCCc1nnc(NC(=O)C(C)Sc2nc(C)cc(=O)[nH]2)s1` (centres undefined)?
POLB inh: -13%; Apoferritin bind: -11%; APEX1 inh: -1%; POLI inh: 15%; BAZ2B block: -14%[57.1 µM]; Pol kappa inh: -5%; G9a block: -2%; BLM helicase inh: -2%; POLH inh: -2%

Results for O=C(C[n+]1ccc2ccccc2c1)c1ccccc1 ?
POLB inh: -2%; Apoferritin bind: 3%; APEX1 inh: 1%; POLI inh: 101%[activator]; BAZ2B block: -3%; Pol kappa inh: -17%; G9a block: inconclusive; BLM helicase inh: 0%; POLH inh: -3%

What do the screens show for `COc1cc(/C=C/c2[nH]c(=O)[nH]c(=O)c2[N+](=O)[O-])ccc1OCCC(C)C`?
POLB inh: 24%; Apoferritin bind: -4%; APEX1 inh: -2%; POLI inh: 57%[activator]; BAZ2B block: inconclusive; Pol kappa inh: -19%; G9a block: inconclusive; BLM helicase inh: -14%; POLH inh: inconclusive

Results for CCN(CC)S(=O)(=O)c1ccc(C(=O)Nc2ccc(Cc3ccncc3)cc2)cc1 ?
POLB inh: -3%; Apoferritin bind: inconclusive; APEX1 inh: -1%; POLI inh: -2%; BAZ2B block: -38%; Pol kappa inh: -9%; G9a block: 2%; BLM helicase inh: -7%; POLH inh: -9%

What do the screens show for `Cc1cc(C)c(Cn2c(=O)n(CCCC(=O)NCc3ccco3)c(=O)c3sccc32)c(C)c1`?
POLB inh: inconclusive; Apoferritin bind: -12%; APEX1 inh: -3%; POLI inh: -3%; BAZ2B block: -6%; Pol kappa inh: 1%; G9a block: 9%[59 µM]; BLM helicase inh: -3%; POLH inh: -14%

What do the screens show for `COc1cc2c(cc1NC(=O)c1cccc(Br)c1)CCCC2`?
POLB inh: -5%; Apoferritin bind: -2%; APEX1 inh: -6%; POLI inh: -6%; BAZ2B block: 18%; Pol kappa inh: -6%; G9a block: 102%[activator]; BLM helicase inh: -5%; POLH inh: -8%

How did CCOc1ccc(NC(=O)C2CCCN(c3cnccn3)C2)cc1 (centres undefined) do in these assays?
POLB inh: -4%&4%; Apoferritin bind: 5%&4%; APEX1 inh: 3%; POLI inh: 7%&37%; BAZ2B block: -20%&-14%; Pol kappa inh: -22%&0%; G9a block: 5%[59 µM]; BLM helicase inh: -2%&1%; POLH inh: -7%&-9%

What do the screens show for `COc1ccccc1NC(=O)C1CCCN(S(=O)(=O)c2ccc(-n3cnnn3)cc2)C1` (centres undefined)?
POLB inh: 61%; Apoferritin bind: 4%; APEX1 inh: -5%; POLI inh: 12%; BAZ2B block: -7%; Pol kappa inh: -15%; G9a block: 10%; BLM helicase inh: -1%; POLH inh: -6%

Results for CCOC(=S)SCC(=O)Nc1nccs1 ?
POLB inh: -2%; Apoferritin bind: -12%; APEX1 inh: 0%; POLI inh: 143%[activator]; BAZ2B block: inconclusive; Pol kappa inh: 1%; G9a block: inconclusive; BLM helicase inh: -1%; POLH inh: -21%

How did CC(C)(C)OC(=O)N1CCC(c2c(C(=O)N3CCCCC3)cnn2-c2cccc(F)c2)CC1 do in these assays?
POLB inh: 1%; Apoferritin bind: -2%; POLI inh: -2%; BAZ2B block: 10%[57.1 µM]; Pol kappa inh: -3%; G9a block: 3%[59 µM]; BLM helicase inh: 0%; POLH inh: -16%

What do the screens show for `Cc1cc(S(=O)(=O)NC2CCCC2)ccc1-n1cnnn1`?
POLB inh: -17%; Apoferritin bind: 0%; APEX1 inh: 53%[activator][12.4 µM]; POLI inh: 8%; BAZ2B block: 2%; Pol kappa inh: -4%; G9a block: 18%[59 µM]; BLM helicase inh: 1%; POLH inh: -2%

How did Cc1c(C)c2c(OCC(=O)Nc3ccc(CCO)cc3)cc3c(c2oc1=O)CCC(C)(C)O3 do in these assays?
POLB inh: 1%; Apoferritin bind: 6%; APEX1 inh: -1%; POLI inh: 29%; BAZ2B block: 1%; Pol kappa inh: 13%; BLM helicase inh: -2%; POLH inh: -24%

How did O=C(CN1CCOCC1)NNc1c2ccccc2nc2ccccc12 do in these assays?
POLB inh: -6%; Apoferritin bind: -6%; APEX1 inh: 3%; POLI inh: 13%; BAZ2B block: -7%; Pol kappa inh: -25%; BLM helicase inh: 2%; POLH inh: -16%

Results for COc1cc(NC(=O)Cn2nc(C(F)(F)F)c3c2CCC3)cc(OC)c1OC ?
POLB inh: 7%; Apoferritin bind: -3%; POLI inh: -19%; BAZ2B block: -1%; Pol kappa inh: -13%; G9a block: -50%[59 µM]; BLM helicase inh: -6%; POLH inh: -11%

How did CCOc1ccc(S(=O)(=O)N2CCCCC2)cc1NC(=O)c1c(CC)noc1C do in these assays?
APEX1 inh: -13%; POLI inh: 9%; BAZ2B block: 0%; Pol kappa inh: -8%; G9a block: -1%[59 µM]; POLH inh: -1%

What do the screens show for `COc1ccc(N(Cc2cccs2)C(=O)COc2cccc(Cl)c2)cc1`?
POLB inh: -4%; Apoferritin bind: 65%[activator]; POLI inh: 6%; BAZ2B block: 79%[activator]; Pol kappa inh: 1%; G9a block: 97%[activator][59 µM]; BLM helicase inh: -9%; POLH inh: -21%

Results for Cc1c(Cl)c([N+](=O)[O-])nn1CC(=O)N1CCCc2ccccc21 ?
POLB inh: 15%; Apoferritin bind: -14%; APEX1 inh: 0%; POLI inh: 4%; BAZ2B block: 9%; Pol kappa inh: -3%; G9a block: 18%[59 µM]; BLM helicase inh: 0%; POLH inh: -12%

Results for ONC(=Nc1ccc(Cl)cc1)c1ccccc1 ?
POLB inh: 1%; Apoferritin bind: -8%; APEX1 inh: -2%; POLI inh: 22%; BAZ2B block: 8%; Pol kappa inh: -2%; G9a block: 7%[59 µM]; BLM helicase inh: -3%; POLH inh: -11%

How did COc1cc(C2CC(=O)Oc3c(C(C)C)ccc(C)c32)cc(OC)c1OC (centres undefined) do in these assays?
Apoferritin bind: -4%[110 µM]; APEX1 inh: -1%; Pol kappa inh: -1%[60.1 µM]; G9a block: 11%; BLM helicase inh: -3%[75.6 µM]

What do the screens show for `Cc1cc(NC(=O)COC(=O)c2c(Cl)cccc2Cl)no1`?
APEX1 inh: 6%; POLI inh: 3%; BAZ2B block: 28%; Pol kappa inh: 1%; G9a block: 25%[12.7 µM]; POLH inh: -7%
